hIAP inh – human IAP inhibition; inhibition, % at 10 µM; P09923; AID 2544; actives 0.12% (n = 330,000); purified IAP, CDP-Star luminescence, 30 min;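 active = inhibition reaching a set limit with compound at 10 µM in the primary screen, cut at about 35% in these data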;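 also: plate controls were DMSO wells with enzyme for no effect and no-enzyme buffer wells for full effect; values of inactives mirror those of a sister screen read the other way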
Target sequence (P09923 whole entry, looked up): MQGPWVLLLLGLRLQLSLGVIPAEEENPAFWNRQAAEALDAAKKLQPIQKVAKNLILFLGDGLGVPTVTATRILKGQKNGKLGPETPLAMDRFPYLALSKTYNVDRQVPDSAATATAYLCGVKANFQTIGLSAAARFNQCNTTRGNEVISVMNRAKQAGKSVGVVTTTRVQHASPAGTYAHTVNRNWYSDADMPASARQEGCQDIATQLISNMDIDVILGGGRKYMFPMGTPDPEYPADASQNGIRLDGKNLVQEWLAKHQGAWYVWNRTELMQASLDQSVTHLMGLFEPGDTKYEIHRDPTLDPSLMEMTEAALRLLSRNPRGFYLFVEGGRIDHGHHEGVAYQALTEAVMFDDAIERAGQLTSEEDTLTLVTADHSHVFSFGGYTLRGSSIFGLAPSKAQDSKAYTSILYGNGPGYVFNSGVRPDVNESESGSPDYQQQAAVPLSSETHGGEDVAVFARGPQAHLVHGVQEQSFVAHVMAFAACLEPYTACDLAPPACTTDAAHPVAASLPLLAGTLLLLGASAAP
mIAP activ – increases mouse intestinal alkaline phosphatase activity | muIAP, CDP-Star luminescence, 30 min; stronger effect = higher value; 1 = vehicle-only enzyme signal, 0 = enzyme-free wells | actives 0.24% (n = 330,000) | activation factor at 10 µM;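 active = activation factor of at least 2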; also: the source names both 10 and 20 µM as test concentration; values of inactives mirror those of a sister screen read the other way
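System: mouse IAP enzyme. Reagent: CDP-Star chemiluminescent phosphatase substrate. Benchmarks: DMSO wells, no-enzyme wells. Times: 30 min enzyme-substrate-compound incubation at room temperature. Detection: luminescence from enzymatic CDP-Star hydrolysis. Doses: test compounds delivered from DMSO solution.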
NLRP3 yeast inh – NALP3 inhibition in yeast | actives 0.39% (n = 330,000) | Yeast reconstituted NLRP3/ASC/caspase-1, beta-gal luminescence, 24 h | inhibition, % at 10 µM;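 active = inhibition of 50% or more; inactive = inhibition below 50%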;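 also: plate controls were induced DMSO wells for no effect and uninduced yeast grown without galactose for full effect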
TIM10 inh – TIM10 yeast growth inhibition; S. cerevisiae TIM10 strain growth, BacTiter-Glo luminescence, 24 h; inhibition, % at 10 µM; actives 1.4% (n = 330,000); AID 463195;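 active = inhibition of 40% or more at the single tested concentration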;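 also: wild-type TIM10 isogenic control strain grown at permissive 25 °C; 0% = DMSO yeast wells and 100% = minimal medium wells without yeast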
tim10-1 inh – tim10-1 yeast growth inhibition; actives 2.2% (n = 330,000); inhibition, % at 20 µM; S. cerevisiae tim10-1 ts strain growth, BacTiter-Glo, 24 h;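 active = inhibition of at least 40%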;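 also: mutant grown at 25 °C; 0% = DMSO wells with yeast and 100% = wells holding no yeast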
A3A deaminase – human APOBEC3A DNA deaminase inhibition; recombinant A3A, FAM/TAMRA ssDNA deamination fluorescence; inhibition, % at 20 µM; AID 493011; actives 0.41% (n = 330,000);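 active = at least 40% inhibition at 20 µM here, with at most 30% in a related deaminase screen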;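 also: plate controls were A3A with DMSO for no effect and wells lacking A3A enzyme for full effect; some results filed as inactive read as strong as hits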
Target sequence (P31941 whole entry, looked up): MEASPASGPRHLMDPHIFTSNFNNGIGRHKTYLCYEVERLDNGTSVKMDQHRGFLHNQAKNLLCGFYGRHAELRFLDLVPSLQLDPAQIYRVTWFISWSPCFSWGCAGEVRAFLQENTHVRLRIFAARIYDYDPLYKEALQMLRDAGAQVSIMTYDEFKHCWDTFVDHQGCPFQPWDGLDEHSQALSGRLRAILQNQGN
A3G deaminase – APOBEC3G (human) deaminase inhibition | AID 493012 | recombinant A3G, ssDNA deamination FAM/TAMRA fluorescence | inhibition, % at 20 µM | Q9HC16 | actives 0.28% (n = 330,000);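 active = inhibition of at least 40% at 20 µM, with no more than 30% in the related APOBEC3A deaminase screen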;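 also: plate controls were DMSO wells with A3G for no effect and wells lacking A3G enzyme for full effect; some compounds called inactive have numbers as strong as hits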
Target sequence (Q9HC16 whole entry, looked up): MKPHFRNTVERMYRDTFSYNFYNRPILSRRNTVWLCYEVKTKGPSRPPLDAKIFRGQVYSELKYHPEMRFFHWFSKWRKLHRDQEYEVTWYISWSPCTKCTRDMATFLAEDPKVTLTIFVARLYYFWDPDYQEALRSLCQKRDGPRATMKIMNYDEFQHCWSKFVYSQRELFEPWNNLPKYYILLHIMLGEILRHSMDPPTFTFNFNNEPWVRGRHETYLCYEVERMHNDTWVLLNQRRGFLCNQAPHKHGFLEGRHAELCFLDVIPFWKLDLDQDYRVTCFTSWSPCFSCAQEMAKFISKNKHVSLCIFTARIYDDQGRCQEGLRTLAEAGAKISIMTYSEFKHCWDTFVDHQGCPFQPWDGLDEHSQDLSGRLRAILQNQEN
MIN6 prolif – induces beta-cell replication in MIN6 cells. actives 0.29% (n = 330,000). MIN6 cells proliferation, ATPlite luminescence, 48 h; cells starved in 0.2% serum; 100% = growth in 10% serum. AID 2380. proliferation, % at 10 µM;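 active = compounds whose signal lies at least 3.5 SD above the mean of all wells on their plate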;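 also: 0% = DMSO-treated cells in low-serum medium and 100% = 10% serum control; some compounds called inactive have numbers as strong as hits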
mIAP block – blocks mouse intestinal alkaline phosphatase | purified mouse IAP, CDP-Star luminescence, 30 min | inhibition, % at 10 µM | actives 0.2% (n = 330,000);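 active = inhibition of at least 40% at 10 µM in the primary screen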;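 also: plate controls were DMSO with enzyme for no effect and no enzyme wells for full effect; values of inactives mirror those of a sister screen read the other way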
Starred values were filed as active, the others as inactive. Hits appear at their usual frequency. About 4.6% of those tested had a hit in this group.

SMILES	hIAP inh	mIAP activ	NLRP3 yeast inh	TIM10 inh	tim10-1 inh	A3A deaminase	A3G deaminase	MIN6 prolif	mIAP block
CC1(C(=O)N/N=C/c2c(F)c(F)c(F)c(F)c2F)CC1(Cl)Cl (stereo not given)	-8	0.98	5	10	25	3	-4	-4	2
Nc1nonc1-n1nnc(C(=O)N/N=C\c2cccc(Cl)c2)c1CN1CCOCC1	8	0.95	7	9	22	1	-1	0	5
COc1ccc(-c2nc(CSCC(=O)NCc3ccco3)c(C)o2)cc1	11	0.88	1	13	23	-4	-4	-4	12
Cc1cccc(NC(=O)c2nc[nH]c2C(=O)N[C@@H](Cc2ccccc2)C(=O)OC(C)(C)C)c1	-42	0.84	15	11	11	-4	-9	-9	16
CCOCCCNC(=O)C(c1ccc(OC)cc1)N(Cc1ccc2c(c1)OCO2)C(=O)c1ccccc1O (stereo not given)	-11	0.98	2	6	12	-1	-4	0	2
CCNC(=S)N1CCNC(=O)C1CC(=O)OC (stereo not given)	-14	1	2	-1	19	-3	-4	-3	-3
Cc1occc1C(=O)NNC(=O)Nc1ccc(Cl)c(Cl)c1	-32	1	6	0	-23	4	-3	-1	-2
COc1cccc(-n2c(SC)nnc2-c2c[nH]c3ccccc23)c1	-4	1.1	1	3	5	2	5	-2	-11
COc1ccc(CCN(C)C(=O)c2cncc(Br)c2)cc1OC	-11	1.1	22	-5	10	3	4	4	-13
COc1cccc(-c2noc(-c3ccc(Br)o3)n2)c1	6	0.97	12	2	8	-2	5	-2	3
CC(C)(C)OC(=O)N[C@@H](C(=O)OC(C)(C)C)c1ccc(C(F)(F)F)cc1	15	1	4	-15	9	0	-5	-2	-3
O=C1CCCN1c1ccc(CNS(=O)(=O)c2ccc(F)cc2)cc1	1	1	6	5	14	-3	-5	-2	0
O=C(Cn1cc(C(=O)C2CC2)c2ccccc21)NCc1ccc2c(c1)OCO2	12	1.1	-6	-4	9	1	-4	0	-15
CCc1cccc(C)c1NC(=O)CSc1nnc(C)o1	25	0.88	17	8	-2	2	-6	4	12
Cn1cc(-c2cccc(C(F)(F)F)c2)cc(C#N)c1=O	4	1	5	-6	9	-2	-8	-1	-4
COc1cc(O)ccc1C(=O)CCc1ccc(O)cc1	-9	0.95	4	1	2	-1	-5	1	4
Cc1sc(NC(=O)c2ccco2)c(CN2CCN(c3ccc(F)cc3)CC2)c1C	-8	0.82	25	6	5	-2	-5	-1	18
COc1ccccc1NC(=O)Nc1cc(C(C)(C)C)nn1C	-2	1.2	13	-15	5	5	4	-3	-18
CC(=O)c1cccc(N2C(=NC(=O)COc3ccccc3)SC3CS(=O)(=O)CC32)c1 (stereo not given)	8	1	14	0	-8	1	-1	-1	0
CCc1nnc(NC(=O)c2ccc(S(=O)(=O)N(CC(C)C)CC(C)C)cc2)o1	-16	0.93	15	35	21	-6	-4	-3	8
CCOC(=O)C1=C(CC)Nc2ccccc2N=C1NC(=O)c1ccc(S(=O)(=O)N2CCCC2)cc1	-7	1	-1	18	36	0	-10	-4	-3
CCn1c(SCC(=O)Nc2nccs2)nnc1-c1ccccn1	-18	1	1	-14	-17	3	-4	0	-4
NC1=NC[C@H](Cc2ccc(O)cc2)N1CCCCC1CCCCC1	5	1.2	-5	20	14	1	0	-9	-16
COc1ccc(OC)c(S(=O)(=O)N2CCC(C(=O)NC(C)c3ccccc3)CC2)c1 (stereo not given)	5	0.93	9	8	12	1	-1	0	7
O=C(O)c1cc2c(cc1NC(=O)c1c(F)cccc1Cl)OCCCO2	-18	0.93	15	9	-18	-1	-8	-3	7
Going on with the list.
SMILES	hIAP inh	mIAP activ	NLRP3 yeast inh	TIM10 inh	tim10-1 inh	A3A deaminase	A3G deaminase	MIN6 prolif	mIAP block
O=S(=O)(Nc1nc2ccccc2[nH]1)c1ccc(Cl)cc1	6	0.98	15	-1	2	1	-2	-3	2
COc1ccc(C(=O)NCc2cc(C(C)C)no2)cc1OC1CCN(C(C)C)CC1	3	0.92	10	0	19	-6	-7	-3	8
Cc1ccc(S(=O)(=O)N(C)c2cc(S(N)(=O)=O)c(C)cc2C)cc1	-12	0.99	19	6	-1	2	6	1	1
C(=N\N(c1ccccc1)c1ccccc1)/c1ccc(N2CCOCC2)s1	-1	0.79	22	10	13	-4	-6	0	21
CC1CCc2cc(F)cc3c(=O)c(C(=O)O)cn1c23 (stereo not given)	-11	1	11	-5	-4	-1	-9	0	-3
CC1(C)C(=O)Nc2ccccc2N1C(=O)Cn1ncc(Cl)c(Cl)c1=O	6	0.94	5	-8	2	6	11	-6	6
CSc1n[nH]c(NC(C)=O)n1	-16	1	1	-2	13	-5	-7	-5	-3
O=[N+]([O-])c1cc(S(=O)(=O)NCCN2CCOCC2)ccc1Sc1nnnn1-c1ccccc1	1	1	19	4	25	-1	0	0	-4
Cc1ccc(S(=O)(=O)c2n[nH]n3c2nc(=O)c2ccccc23)cc1	12	0.9	26	4	13	4	-3	-2	10
Cc1[nH]nc2c1C1(CCC(c3ccccc3)CC1)C(C#N)=C(N)O2 (stereo not given)	-26	1.1	14	7	18	0	1	-2	-9
O=C(O)c1ccc2c(c1)C(=O)N(Cc1ccccc1)C2=O	8	0.88	6	-14	6	-1	-4	0	12
C=CCNC(=O)c1ccccc1NC(=O)c1ccccc1	-2	0.99	22	-5	-4	2	1	2	1
COc1ccccc1OCCNC(=O)c1cccc(S(=O)(=O)NCc2ccccc2)c1	12	1.1	8	-3	9	-4	-11	4	-7
CCCN1CCN(C(=O)Nc2ccc(C(=O)OCC)cc2)CC1	14	0.98	11	8	10	2	3	-3	2
CS(=O)(=O)Cc1cc(Sc2ccccc2)nc(-c2ccncc2)n1	4	0.94	15	-27	-15	-1	-5	-1	6
Cc1nnc(NC(=O)CSc2ccc3nnc(-c4cccnc4)n3n2)s1	-24	1.1	11	-3	1	-3	9	-2	-6
COc1cc2c(cc1NC(=O)C(C)NCc1ccccc1)oc1ccccc12 (stereo not given)	-5	1.1	38	20	17	3	-1	-6	-12
CC(C)(CO)CNC(=O)CCc1nnc(C2(c3ccc(Cl)cc3)CCC2)o1	24	0.98	8	9	12	-4	-6	-3	2
O=C(CSc1ccccc1)N1CCN(S(=O)(=O)c2cccs2)CC1	-13	0.94	19	12	18	-4	-1	-6	6
Cn1c(Cc2ccccc2)nnc1SCc1cc(=O)n2ccsc2n1	8	0.82	9	-14	6	10	2	-2	18
Cc1ccc(S(=O)(=O)N2CCN(C(=O)C3=COCCO3)CC2)cc1C	-7	1.1	16	-13	9	12	2	-1	-6
CCn1cc(S(=O)(=O)N2CCN(c3ccc(Cl)cc3)CC2)cn1	-23	0.98	17	4	17	-4	-5	2	2
Cc1cc(=O)[nH]c(SCC(=O)NCC2CCCCC2)c1C#N	-10	1.1	13	-16	12	2	17	-3	-5
Cc1nc2cc(NC(=O)N3c4ccccc4CC3C)ccc2o1 (stereo not given)	-14	1	6	0	12	-6	-5	-3	0
Cc1ccc(OCc2cc(C(=O)NCC3COCCO3)no2)cc1C (stereo not given)	0	0.99	20	-8	6	0	2	1	1
Next entries:
SMILES	hIAP inh	mIAP activ	NLRP3 yeast inh	TIM10 inh	tim10-1 inh	A3A deaminase	A3G deaminase	MIN6 prolif	mIAP block
COc1cccc(NC(=O)COC(=O)c2cccnc2)c1	-13	0.97	-3	1	7	-3	-3	-4	3
COC(=O)N[C@H](CC(C)=O)c1ccccc1	-11	1.2	13	4	-12	-3	-8	12*	-19
CCOC(=O)C1CCCN(C(=O)c2cc(S(=O)(=O)N3CCCCCC3)ccc2OC)C1 (stereo not given)	2	1.1	16	-1	-4	2	-5	4	-5
CC1=NOC(=O)/C1=C\c1ccc(-c2ccc(Cl)c(C(=O)O)c2)o1	-13	0.89	5	-10	7	57	39	0	11
COn1c(SC2CCCCC2)nc2ccccc2c1=O	0	1	10	0	17	4	1	4	-1
COCCn1c(SCC(=O)NCc2ccccc2)nc2ccccc21	5	1.1	-14	-10	-4	-2	-8	0	-5
CCOc1ccc(CCNC(=O)COC(=O)/C=C/c2ccc(OC(F)F)c(OC)c2)cc1OCC	3	0.9	13	3	22	20	-3	1	10
O=C(C1=C(O)C(=O)N(c2ccccc2)C1c1ccc([N+](=O)[O-])cc1)c1cccs1 (stereo not given)	-1	1	5	-13	8	3	0	0	0
COc1cccc(OCC(=O)N(C)Cc2nc(-c3ccccc3)no2)c1	4	1	22	-6	-10	2	-4	0	-4
CN1CCN(C(=O)Nc2cccc(-c3ccccc3)c2)CC1	6	1	5	3	-5	3	-5	-4	-5
CCOC(=O)CSc1nc2cc(OCC)ccc2cc1C#N	-2	1	1	9	24	-1	4	-4	-4
COc1cc(-n2nnnc2SC)c(OC)cc1Cl	6	1	16	17	4	5	-3	-3	-1
CC(Cc1ccccc1)N1C(=O)c2cccc([N+](=O)[O-])c2C1=O (stereo not given)	-3	0.95	31	-17	8	-5	-10	-2	4
CC(NC(=O)Cn1nc(C(=O)O)c2ccccc2c1=O)C12CC3CC(CC(C3)C1)C2 (stereo not given)	4	1	8	12	25	0	-8	4	0
Cc1nc(Nc2c(Cl)cccc2Cl)sc1C(=O)Nc1ccccc1	-19	0.92	1	44*	36	-3	-6	-2	8
CCN(CC)CCNC(=O)c1ccc(NC(=O)c2cccc(S(=O)(=O)Nc3ccc(C)cc3)c2)cc1	-10	0.98	-3	-2	9	1	-1	-3	2
CCCc1nnc(SCC(=O)Nc2ccc(Cl)cc2Cl)o1	-7	1.1	32	-12	16	5	-5	1	-11
O=C(CSc1nnc(-c2ccc(S(=O)(=O)N3CCCC3)cc2)o1)NCc1ccccc1	6	0.96	-7	-10	22	-3	-5	-2	4
Cc1sc2nc(CN3CCOCC3)nc(N3CCOCC3)c2c1C	-5	1	23	0	17	1	-2	0	-1
CC(C)N=C1SCC(C)(/C=N/O)S1 (stereo not given)	5	0.99	-1	1	6	3	-3	-2	1
CC(C)Cn1cnc2c(=O)oc3ccccc3c21	11	1	13	-3	-3	-1	-3	4	0
Cc1ccccc1N(CC(=O)NC(C)(C)C)C(=O)CCC(=O)Nc1nccs1	-1	1	21	-7	3	-4	-5	-2	-2
COc1ccc(CNC(=O)CN(C(=O)CCC(=O)Nc2nccs2)c2ccc(C)cc2)cc1	3	1	-6	-21	-10	-3	-5	0	-1
Cc1nnc(SCc2ccc3c(c2)OCO3)s1	14	1	13	3	0	-1	-4	3	-2
COc1ccccc1/C=C1\SC(=S)N(CCC(=O)N2CCCCC2CCO)C1=O (stereo not given)	-11	0.9	12	16	42*	-4	-8	1	10
O=C(COc1ccc2c3c(c(=O)oc2c1)CCC3)NCc1ccncc1	0	1	-2	1	8	0	-2	-2	-4
CN(C)S(=O)(=O)NC(c1ccccc1)c1ccccc1	-11	1.1	-29	8	11	-6	-3	4	-8
CCOc1ccc2c(c1)n(CO)c(=S)n2CO	-1	1.1	-4	-10	14	-5	22	-1	-8
CNC(=O)C1=C(C)n2c(nc3ccccc32)NC1c1ccc(OC)cc1 (stereo not given)	22	0.9	33	-3	-5	0	-5	0	10

Random excerpt: four entries already listed, in no set order.
SMILES	hIAP inh	mIAP activ	NLRP3 yeast inh	TIM10 inh	tim10-1 inh	A3A deaminase	A3G deaminase	MIN6 prolif	mIAP block
COc1cccc(OCC(=O)N(C)Cc2nc(-c3ccccc3)no2)c1	4	1	22	-6	-10	2	-4	0	-4
O=C(CSc1nnc(-c2ccc(S(=O)(=O)N3CCCC3)cc2)o1)NCc1ccccc1	6	0.96	-7	-10	22	-3	-5	-2	4
CN1CCN(C(=O)Nc2cccc(-c3ccccc3)c2)CC1	6	1	5	3	-5	3	-5	-4	-5
O=C(COc1ccc2c3c(c(=O)oc2c1)CCC3)NCc1ccncc1	0	1	-2	1	8	0	-2	-2	-4
